From PubChem BioAssay
TCR activator – Activators of T cell receptors: qHTS campaign. primary human leukocytes, anti-CD3, IL-2 HTRF, 48 h. Potency, µM (titrated, usually from 9.22 µM), for the others: at the top dose activation of IL-2 secretion, actives largely listed as activators. 330,000 tested, under 10 active. AID 504894, 2011; also: % of control where 0% means no effect
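TCR engagement came from a-CD3 beads alone, with compounds added to primary human leukocytes for 48 hr. Secreted IL-2 bridged europium cryptate- and d2-labelled anti-IL-2 antibodies, giving FRET emission at 665nm after 320nm excitation.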
USP2a inh – qHTS Assay for Inhibitors of Ubiquitin-specific Protease USP2a Using CHOP2 as the Reporter | Ubiquitin carboxyl-terminal hydrolase 2 (Homo sapiens), O75604 | USP2 core, Ub-CHOP2 coupled fluorogenic reporter, 485/531 | Potency, µM (doses to about 38.3 µM), for inactives: at the top dose activity change, negative = inhibition, actives largely listed as inhibitors | 0.01% of 330,000 active | AID 463254, 2010;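 also: potency is read from the fitted curve at half-maximal effect; plate controls were DMSO wells for no effect and full inhibition by NEM control for full effect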
Target sequence (O75604 whole entry, looked up): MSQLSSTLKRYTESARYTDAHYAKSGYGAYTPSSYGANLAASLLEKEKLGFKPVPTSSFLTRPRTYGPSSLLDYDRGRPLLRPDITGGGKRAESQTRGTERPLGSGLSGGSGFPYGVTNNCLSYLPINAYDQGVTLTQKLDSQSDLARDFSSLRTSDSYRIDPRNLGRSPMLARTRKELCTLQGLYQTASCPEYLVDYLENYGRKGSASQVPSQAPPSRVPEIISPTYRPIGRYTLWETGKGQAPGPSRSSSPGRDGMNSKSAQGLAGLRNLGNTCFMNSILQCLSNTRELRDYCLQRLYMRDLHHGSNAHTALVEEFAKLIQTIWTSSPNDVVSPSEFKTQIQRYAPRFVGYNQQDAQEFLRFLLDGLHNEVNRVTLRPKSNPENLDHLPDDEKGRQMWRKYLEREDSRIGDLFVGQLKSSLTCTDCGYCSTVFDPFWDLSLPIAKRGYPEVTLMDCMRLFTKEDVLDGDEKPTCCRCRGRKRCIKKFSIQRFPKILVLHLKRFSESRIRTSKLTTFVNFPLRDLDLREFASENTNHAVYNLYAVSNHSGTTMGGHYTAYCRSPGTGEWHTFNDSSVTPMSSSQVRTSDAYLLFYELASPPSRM
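Deubiquitinase activity read as fluorescence (485/531 nm) after Ub-CHOP2 cleavage activates the enterokinase reporter on its substrate; USP2 core 10nM, Ub-CHOP2 and substrate 25nM each, 30min compound preincubation then 60min RT; data normalized to NEM, curves fitted.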
KCNH2 3.1 block – qHTS for Inhibitors of KCHN2 3.1: Mutant qHTS | 0.95% of 340,000 active | AID 720553, 2013 | activity change, % (tested at about 1.8 µM) | Potassium voltage-gated channel subfamily H member 2, brain isoform KCNH2 3.1 (human) | U2OS KCNH2 3.1, thallium flux FluxOr; stronger effect = lower value;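 active = maximum activity change below -70%; inconclusive = maximum activity change from -70% to -50%; inactive = maximum activity change above -50%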;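 also: thallium influx rate constant from kinetic fluorescence after stimulation buffer; % is scaled to controls: 0 for no effect and ±100 for the full control effect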
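Kinetic fluorescence (2 min after stimulation buffer) measures Tl+ influx through KCNH2 3.1 expressed by viral transduction in U2OS cells; the rate constant is normalized against DMSO controls serving as positive and negative references.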
KCNH2 WT inh – qHTS for Inhibitors of KCHN2 3.1: Wildtype qHTS | AID 720551, 2013 | U2OS, BacMam KCNH2, thallium flux FluxOr; stronger effect = lower value | 0.37% of 340,000 active | Voltage-gated inwardly rectifying potassium channel KCNH2 (Homo sapiens), Q12809 | activity change, % at 1.84 µM;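 active = maximum activity change below -70%; inconclusive = maximum activity change between -70% and -50%; inactive = maximum activity change above -50%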; also: % is scaled to controls: 0 for no effect and ±100 for the full control effect
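U2OS cells transduced with wild-type KCNH2 virus are loaded with FluxOr dye for 45 min, and thallium flux is measured in kinetic reads before and after stimulation buffer. Rate constants are normalized to DMSO controls.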
Mito fusion act – qHTS Assay for Small Molecule Inhibitors of Mitochondrial Division or Activators of Mitochondrial Fusion; 0.23% of 320,000 active; Potency, µM (top dose mostly 46.1 µM), for inactives: at the highest dose growth rescue (activation), most hits filed as activators; S. cerevisiae fusion-defective mutant growth rescue, CellTiterGlo 48 h;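 also: potency is read from the fitted curve at half-maximal effect; % of control where 0% means no effect; nearly all actives have a fitted effect of over 45% in size; temperature-sensitive fusion mutants such as fzo1-1 at 37 °C on non-fermentable ethanol glycerol medium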
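Compounds are tested for their ability to restore growth of mitochondrial fusion-defective yeast strains at non-permissive 37C in YPEG medium over 48 hours. Viability is quantified by luciferase luminescence.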
TRPV1 ag – HTS Assay for Compounds that Act as Agonists of the Vanilloid Receptor 1; Transient receptor potential cation channel subfamily V member 1 (Homo sapiens), Q8NER1; TRPV1-expressing cells, Fluo-8 calcium influx, agonist mode; activation, % at 8.33 µM; 0.19% of 320,000 active; AID 540275, 2011; in the data active = activation above about 80%; inconclusive = between about 30% and that limit; also: 0% is about no effect
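Fluo-8 calcium influx in TRPV1-expressing cells, kinetic read (ex 480/em 520 nm). Compound added and read 3 min for agonist activity, followed by capsaicin at EC20 final and 2 min further read for enhancement.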
TSHR antag – Antagonists of the Thyroid Stimulating Hormone Receptor: HTS campaign; Thyrotropin receptor (Homo sapiens), P16473; TSHR-expressing cells, TSH-stimulated cAMP HTRF, 2 h; stronger effect = lower value; activity change, negative = inhibition, % at 11.5 µM; 0.2% of 330,000 active; AID 504810, 2011;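 active = activity change below a set negative limit, meaning inhibition stronger than a set level, cut at about -70% in these data; inconclusive = activity change between two set negative limits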; also: % is scaled to controls: 0 for no effect and ±100 for the full control effect
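Competitive HTRF cAMP read-out (cryptate anti-cAMP antibody, cAMP-d2; 30 min, room temperature) in freshly harvested TSHR cells. Compounds added before TSH at EC80 (4nM final), followed by 2 hours' incubation at 37 deg C.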
A-T KAP1 phos – qHTS Assay for Identifying a Potential Treatment of Ataxia-Telangiectasia | Potency, µM (series often up to 57.5 µM), without a hit: top-dose activation, usual class: activators | 0.19% of 320,000 active | […] A-T fibroblasts, KAP-1 phosphorylation AlphaLISA; neocarzinostatin DNA damage 30 min before lysis; also: potency is read from the fitted curve at half-maximal effect; % of control where 0% means no effect; nearly all actives have a fitted effect of over 45% in size
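hTERT-immortalized A-T patient fibroblasts ([…]), 500 cells/well in OPTI-MEM, 1% FBS, got compounds for 60 min, then NCS for 30 min at 37C. Lysates were then assayed for phospho-KAP-1 by AlphaLISA (anti-pKAP1 donor, anti-KAP1 acceptor beads), 6 hr at 25C.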
Eya2 inh – qHTS Assay for Inhibitors of the Phosphatase Activity of Eya2. Protein phosphatase EYA2 (Homo sapiens), O00167. recombinant Eya2, OMFP fluorescence dephosphorylation (OMFP is methylfluorescein phosphate). Potency, µM (top dose mostly 76.9 µM), inactives show at the highest dose activity, negative = inhibition, actives largely listed as inhibitors. 0.006% of 330,000 active. AID 488837, 2010; also: potency is read from the fitted curve at half-maximal effect; % is scaled to controls: 0 for no effect and ±100 for the full control effect
Target sequence (O00167 whole entry, looked up): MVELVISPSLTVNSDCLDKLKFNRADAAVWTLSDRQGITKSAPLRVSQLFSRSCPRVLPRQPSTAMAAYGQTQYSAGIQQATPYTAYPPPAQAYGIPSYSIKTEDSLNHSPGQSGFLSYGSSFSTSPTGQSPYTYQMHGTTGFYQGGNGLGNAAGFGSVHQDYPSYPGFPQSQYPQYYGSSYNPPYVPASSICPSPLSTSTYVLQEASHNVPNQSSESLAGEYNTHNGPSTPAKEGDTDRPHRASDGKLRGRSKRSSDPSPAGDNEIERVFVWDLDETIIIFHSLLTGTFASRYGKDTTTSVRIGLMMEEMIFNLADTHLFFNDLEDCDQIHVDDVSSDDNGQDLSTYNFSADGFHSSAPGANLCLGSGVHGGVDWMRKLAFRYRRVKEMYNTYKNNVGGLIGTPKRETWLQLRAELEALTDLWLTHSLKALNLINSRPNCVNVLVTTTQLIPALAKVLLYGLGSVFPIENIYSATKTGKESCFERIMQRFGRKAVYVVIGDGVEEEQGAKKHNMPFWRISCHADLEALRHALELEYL
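Eya2 (0.2 uM) preincubated 10 min at ambient with compound, then OMFP substrate added at 50 uM; 10 min reaction in 50 mM HEPES pH 7.5, 50 mM NaCl, 5 uM MgCl2, 0.05% BSA, 1 mM DTT. Fluorescence read at Ex 485/Em 525 nm.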
ELG1 repair inh – qHTS screen for small molecules that inhibit ELG1-dependent DNA repair in human embryonic kidney (HEK293T) cells expressing luciferase-tagged ELG1 | HEK293T ELG1-luciferase reporter, luminescence, 16 h; DNA damage induced by 5-fluorouridine | Potency, µM (top dose mostly 46.1 µM), inactives show at the top dose activity change, negative = inhibition, actives largely listed as inhibitors | 2.3% of 330,000 active; also: potency is read from the fitted curve at half-maximal effect; % is scaled to controls: 0 for no effect and ±100 for the full control effect; nearly all actives have a fitted effect of over 55% in size
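Step one: seed 2,000 cells per well. Step two: pin-transfer compound or DMSO alongside 5-fluorouridine. Step three: incubate 16 hr, 37 °C, 5% CO2. Step four: add ONE-Glo, wait 30 min, read luminescence.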
* marks the source's active call; other numbers are inactive results; [ ] = dose if it differs, or a comment. Unless noted, calls follow the shape of the dose curve; as a rule, active = well fitted curve in the direction sought with a large enough effect; inconclusive = small, poorly fitted or top-dose-only effect, or another doubt; inactive = no such curve, though single readings can be large; an effect the other way counts as inactive or inconclusive.

Results for Cn1c(CCNC(=O)c2ccco2)nc2cc(NC(=O)c3ccccc3)ccc21 ?
TCR activator: 2%; USP2a inh: -1%; KCNH2 3.1 block: 0; KCNH2 WT inh: 1; Mito fusion act: -6%; TRPV1 ag: -2; TSHR antag: 22; A-T KAP1 phos: 18%; Eya2 inh: -11%; ELG1 repair inh: inconclusive

What do the screens show for `O=C(Nc1cccnc1)c1ccc(N2CCOCC2)c([N+](=O)[O-])c1`?
TCR activator: 3%; USP2a inh: 0%; KCNH2 3.1 block: 2; KCNH2 WT inh: -6; Mito fusion act: 0%; TRPV1 ag: inconclusive; TSHR antag: 4; A-T KAP1 phos: -11%; Eya2 inh: 1%; ELG1 repair inh: -15%

Results for COc1cccc(C(C(=O)NC(C)(C)C)N(Cc2ccco2)C(=O)CCC(=O)Nc2cc(C)on2)c1OC (stereo not drawn) ?
TCR activator: 1%; USP2a inh: 1%; KCNH2 3.1 block: -1; KCNH2 WT inh: 16; Mito fusion act: 7%; TRPV1 ag: -3; TSHR antag: -3; A-T KAP1 phos: -2%; Eya2 inh: -5%; ELG1 repair inh: 6%

Results for CSCC[C@H](NC(=O)C1CCCC1)c1nc2ccccc2[nH]1 ?
TCR activator: -5%; USP2a inh: 9%; KCNH2 3.1 block: 7; KCNH2 WT inh: 1; Mito fusion act: -7%; TRPV1 ag: 5; TSHR antag: 19; A-T KAP1 phos: -2%; Eya2 inh: -25%; ELG1 repair inh: 16%

How did COc1ccc(NC(=O)CSc2nnc(-c3ccncc3)n2C)cc1 do in these assays?
USP2a inh: 0%; KCNH2 3.1 block: -5; KCNH2 WT inh: -4; Mito fusion act: 3%; TRPV1 ag: -4; TSHR antag: 22; A-T KAP1 phos: -4%; Eya2 inh: 2%; ELG1 repair inh: inconclusive

How did Cc1nn(-c2ccccc2)c(C)c1C(=O)NCc1ccc(S(N)(=O)=O)cc1 do in these assays?
TCR activator: -1%; USP2a inh: 1%; KCNH2 3.1 block: -2; KCNH2 WT inh: -18; Mito fusion act: -28%; TRPV1 ag: 23; TSHR antag: 5; A-T KAP1 phos: -3%; Eya2 inh: 26%; ELG1 repair inh: 8%

Results for Cc1oc(-c2cccs2)[n+]([O-])c1C ?
TCR activator: 4%; USP2a inh: 0%; KCNH2 3.1 block: -1; KCNH2 WT inh: -13; Mito fusion act: 1%; TRPV1 ag: -2; TSHR antag: -3; A-T KAP1 phos: 4%; Eya2 inh: 22%; ELG1 repair inh: 0%

How did CCOC(=O)c1cnc2ccc(C(=O)OC)cc2c1NCCN1CCOCC1 do in these assays?
USP2a inh: 2%; KCNH2 3.1 block: 1; KCNH2 WT inh: -6; Mito fusion act: 0%; TRPV1 ag: 0; TSHR antag: -5; A-T KAP1 phos: 4%; Eya2 inh: 5%; ELG1 repair inh: -21%

How did O=C(COC(=O)c1cccs1)NC1CCCC1 do in these assays?
TCR activator: -3%; USP2a inh: -1%; KCNH2 3.1 block: 10; KCNH2 WT inh: -1; Mito fusion act: 5%; TRPV1 ag: 1; TSHR antag: -1; A-T KAP1 phos: -4%; Eya2 inh: 11%; ELG1 repair inh: -2%

How did CC1(C)CC(NC(=S)Nc2ccc(S(N)(=O)=O)cc2)CC(C)(C)N1 do in these assays?
TCR activator: 1%; USP2a inh: 2%; KCNH2 3.1 block: -1; KCNH2 WT inh: 3; Mito fusion act: -8%; TRPV1 ag: 2; TSHR antag: 0; A-T KAP1 phos: 4%; Eya2 inh: 7%; ELG1 repair inh: 0%

Results for COc1ccc2cc3c(N)nn(C(=O)c4ccccc4Cl)c3nc2c1 ?
TCR activator: 3%; USP2a inh: -2%; KCNH2 3.1 block: 5; KCNH2 WT inh: -8; Mito fusion act: 11%; TRPV1 ag: -3; TSHR antag: -20; A-T KAP1 phos: -5%; Eya2 inh: inconclusive; ELG1 repair inh: 0.65µM*

What do the screens show for `Cn1ccc(NS(=O)(=O)c2cc(Br)ccc2Br)n1`?
TCR activator: 1%; USP2a inh: 4%; KCNH2 3.1 block: 15; KCNH2 WT inh: 4; Mito fusion act: 0%; TRPV1 ag: -1; TSHR antag: 8; A-T KAP1 phos: -3%; Eya2 inh: -13%; ELG1 repair inh: 5%

Results for CC1(C)CC(=O)C=C(Nc2ccccc2)C1 ?
TCR activator: -47%; USP2a inh: 4%; KCNH2 3.1 block: 5; KCNH2 WT inh: 0; Mito fusion act: 4%; TRPV1 ag: -1; TSHR antag: 1; A-T KAP1 phos: -9%; Eya2 inh: -7%; ELG1 repair inh: 7%

What do the screens show for `CNC(=S)Nc1ccc(Nc2ccccc2)cc1`?
USP2a inh: -1%; KCNH2 3.1 block: 1; KCNH2 WT inh: -2; Mito fusion act: -12%; TRPV1 ag: 2; TSHR antag: 1; A-T KAP1 phos: -2%; Eya2 inh: 6%; ELG1 repair inh: inconclusive

What do the screens show for `O=C(/C=C/c1ccccc1)N/C(=C\c1ccco1)C(=O)NCCO`?
TCR activator: 1%; USP2a inh: 3%; KCNH2 3.1 block: 6; KCNH2 WT inh: -8; Mito fusion act: 1%; TRPV1 ag: -1; TSHR antag: 48; A-T KAP1 phos: -2%; Eya2 inh: 6%; ELG1 repair inh: -7%

How did C/C(=N\N=c1/scc(C)n1Cc1ccco1)c1cccc([N+](=O)[O-])c1 do in these assays?
TCR activator: 7%[46.1 µM]; USP2a inh: -1%; KCNH2 3.1 block: -15; KCNH2 WT inh: 12; Mito fusion act: 4%; TRPV1 ag: -2; TSHR antag: -7; A-T KAP1 phos: -2%; Eya2 inh: -6%; ELG1 repair inh: inconclusive

Results for COc1ccccc1CN1CCN(S(=O)(=O)c2ccccc2)CC1 ?
USP2a inh: 3%; KCNH2 3.1 block: 3; KCNH2 WT inh: -5; Mito fusion act: 1%; TRPV1 ag: 1; TSHR antag: 9; A-T KAP1 phos: 3%; Eya2 inh: 10%; ELG1 repair inh: -6%

Results for CC1(C)CC(=O)c2sc(NS(C)(=O)=O)nc2C1 ?
TCR activator: 3%; KCNH2 3.1 block: -5; KCNH2 WT inh: 6; Mito fusion act: 2%; TRPV1 ag: -1

Results for CCOC(=O)c1c(-c2ccc(C)o2)csc1NC(=O)CSc1nnc(C)s1 ?
TCR activator: 1%; USP2a inh: -1%; KCNH2 3.1 block: -1; KCNH2 WT inh: -5; Mito fusion act: 7%; TRPV1 ag: -1; TSHR antag: -17; A-T KAP1 phos: 11%; Eya2 inh: -6%; ELG1 repair inh: inconclusive

Results for O=C(NNC(=S)Nc1ccccc1)c1cc(-c2cccnc2)nc2ccccc12 ?
USP2a inh: -10%; KCNH2 3.1 block: -5; KCNH2 WT inh: 4; Mito fusion act: 0%; TRPV1 ag: 0; TSHR antag: -17; A-T KAP1 phos: -6%; Eya2 inh: -29%; ELG1 repair inh: 7%

How did COc1ccc(-c2[nH]ncc2CN(C)C(C)c2ccon2)c(OC)c1 (stereo not drawn) do in these assays?
TCR activator: -7%; USP2a inh: 5%; KCNH2 3.1 block: 6; KCNH2 WT inh: 3; Mito fusion act: -3%; TRPV1 ag: -1; TSHR antag: 12; A-T KAP1 phos: -1%; Eya2 inh: -19%; ELG1 repair inh: -2%

What do the screens show for `O=C(Nc1ccnn1C1CCN(C/C=C/c2ccccc2)CC1)C1CCCC1`?
TCR activator: 4%; USP2a inh: 1%; KCNH2 3.1 block: -80*; KCNH2 WT inh: 3; Mito fusion act: -1%; TRPV1 ag: -1; TSHR antag: 19; A-T KAP1 phos: -5%; Eya2 inh: 1%; ELG1 repair inh: 8%

How did Cc1ccc2c(c1)C(c1ccc(N3CCOCC3)cc1)=NNC(c1cccs1)=N2 do in these assays?
TCR activator: -4%; USP2a inh: -7%; KCNH2 3.1 block: 15; KCNH2 WT inh: -8; Mito fusion act: 6%; TRPV1 ag: 10; TSHR antag: 4; A-T KAP1 phos: 7%; Eya2 inh: 1%; ELG1 repair inh: 2%

What do the screens show for `COc1ccccc1Nc1nnc(SCC(=O)N2CCCC2)s1`?
TCR activator: 3%; USP2a inh: -2%; KCNH2 3.1 block: 8; KCNH2 WT inh: 3; Mito fusion act: -1%; TRPV1 ag: 2; TSHR antag: 10; A-T KAP1 phos: -37%[inhibitor]; Eya2 inh: -1%; ELG1 repair inh: inconclusive

Some of the compounds tested; count on the stated rates, not on these rows.
